esBAF inh: SWI/SNF esBAF complex inhibition. mouse ES cells, Bmi1-luciferase knock-in reporter, 24 h; 100% = twice the neutral-well signal. reporter increase, % at 12.5 µM. 350,000 compounds, 2% hits. AID 602393; in the data active = activation above about 40%; inconclusive = no clear call, values can overlap the other calls;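 also: 0% = median of the plate's neutral control wells and 100% = double that signal; a rise in the Bmi1 reporter signal indicates esBAF inhibition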
LGR2 antag: Drosophila LGR2 receptor signaling inhibition; HEK293 LGR2, CRE-luciferase, bursicon-stimulated, 4 h; inhibition, % at 9.99 µM; 380,000 compounds, 0.35% hits;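 active = drop in luminescence signal, shown as inhibition above about 50% in the replicate tests, limit read from the data, passing the limit was not always enough; inconclusive = probably only some replicates passing the limit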;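 also: agonist challenge used bursicon conditioned medium at about half maximal strength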
Casp6 inh: blocks human caspase-6 cleavage activity; P55212; purified caspase-6, Z-VEID-R110 cleavage fluorescence; inhibition, % at 12.5 µM; 350,000 compounds, 0.53% hits; AID 686996;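 active = mean inhibition across replicates at least about 35%, with every replicate also reaching that limit, limit read from the data; inconclusive = only one of the two criteria met; inactive = neither criterion met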;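 also: 0% = median of neutral control wells and 100% = no fluorescence left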
Target sequence (P55212 24-179 limits assumed): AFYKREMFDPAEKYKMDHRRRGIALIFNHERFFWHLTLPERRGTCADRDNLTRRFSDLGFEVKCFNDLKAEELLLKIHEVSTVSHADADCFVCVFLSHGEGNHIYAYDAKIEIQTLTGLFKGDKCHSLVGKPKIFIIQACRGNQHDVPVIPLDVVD
Target sequence (P55212 194-293 limits assumed): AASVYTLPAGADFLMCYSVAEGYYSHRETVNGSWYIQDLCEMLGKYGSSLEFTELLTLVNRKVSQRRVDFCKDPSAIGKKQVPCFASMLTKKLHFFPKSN
C2C12 statin: suppression of simvastatin myotoxicity; rescue of ATP level, % at 7.49 µM; 330,000 compounds, 0.78% hits; C2C12 myotubes + simvastatin, ATP luminescence, 48 h; scaled: DMSO 0, geranylgeraniol control 100;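 active = mean ATP rescue above about 67%, or every replicate alone reaching that limit, limit read from the data, passing the limit was not always enough; inconclusive = no clear call, values can overlap the other calls; inactive = mean under the limit and some replicate under it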;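 also: myotubes were challenged with 10 µM simvastatin during compound exposure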
SIRT5 inh: blocks human SIRT5 desuccinylation of peptide. Q9NXA8. Purified SirT5, succinyl-peptide AMC, trypsin-coupled fluorescence. inhibition, % at 15 µM. 330,000 compounds, 1.1% hits. AID 652115; in the data active = inhibition above about 15%; inconclusive = no clear call, values can overlap the other calls
Target sequence (Q9NXA8 whole entry, looked up): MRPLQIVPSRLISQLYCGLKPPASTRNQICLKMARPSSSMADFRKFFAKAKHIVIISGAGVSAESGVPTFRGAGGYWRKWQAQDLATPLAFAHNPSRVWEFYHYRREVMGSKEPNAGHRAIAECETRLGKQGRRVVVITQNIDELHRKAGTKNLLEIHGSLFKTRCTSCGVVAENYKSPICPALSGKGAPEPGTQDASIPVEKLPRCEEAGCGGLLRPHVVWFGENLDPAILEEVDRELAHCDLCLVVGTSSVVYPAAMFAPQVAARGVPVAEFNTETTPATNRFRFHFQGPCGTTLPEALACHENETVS
FN deposition inh: fibronectin deposition inhibition; AH1F fibroblasts, Alexa488-fibronectin deposition fluorescence, overnight; inhibition, % at 12.6 µM; 350,000 compounds, 0.086% hits; AID 743247;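 active = mean inhibition across replicates of 30% or more, regardless of how many single replicates reach that level; inconclusive = mean under 30% yet at least half of replicates reach 30%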;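 also: positive control wells lacked labelled fibronectin entirely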
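material = AH1F fibroblast monolayer depositing Alexa488-labelled fibronectin into matrix | amount = 10000 AH1F cells/well | buffer or medium = DMEM plus 2% serum, read in PBS | incubation = 1 h cell adhesion before compound, then overnight fibronectin incubation | detection = fluorescence at 485 nm excitation, 525 nm emission | evaluation = percent inhibition as loss of matrix-bound fibronectin fluorescence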
S100A4 inh HTS: S100A4-myosin IIA interaction inhibition; S100A4/TAMRA-MyoIIA peptide fluorescence polarization; 360,000 compounds, 0.14% hits; inhibition, % at 10.7 µM; P26447; AID 652163;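 active = mean inhibition of at least 70% across replicates, with every replicate also reaching that level; inconclusive = mean inhibition reaches 70% but some replicates fall short; inactive = mean inhibition below 70%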
Target sequence (P26447 whole entry, looked up): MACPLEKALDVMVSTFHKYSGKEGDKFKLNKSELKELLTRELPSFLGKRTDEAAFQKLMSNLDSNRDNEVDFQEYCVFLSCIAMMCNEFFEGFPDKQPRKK
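Assay system: human S100A4 monomer with TAMRA-labelled myosin IIA peptide / Buffer or medium: Calcium-containing HEPES buffer, pH 7.2 / Reagent: TAMRA-labelled myosin IIA heavy-chain peptide probe, 5 nM / Compound: one dose per compound / Timing: polarization read 5 min after assay mix addition, stable 5–60 min / Benchmarks: neutral control DMSO, positive control TFP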
Starred values were filed as active, the others as inactive; u = inconclusive; x = no result given. An excerpt; the hit share may differ from the screen's.

SMILES | esBAF inh | LGR2 antag | Casp6 inh | C2C12 statin | SIRT5 inh | FN deposition inh | S100A4 inh HTS
O=C(C[C@H]1C/C=C\CC[C@@H](Cc2ccc(F)cc2)C(=O)O[C@@H](c2ccccc2)CNC1=O)N[C@@H](CO)Cc1ccccc1 | 2 | -3 | -6 | -10 | x | -5 | -2
CCCOc1ccc(/C=N/NC(=O)CN(c2ccc(OCC)cc2)S(C)(=O)=O)cc1 | x | 18 | 5 | x | 3 | -12 | 50
CC(C)C[C@@H]1COCc2cn(nn2)CC[C@H](Cc2ccccc2)C(=O)N1 | x | -5 | 1 | x | -2 | 4 | 13
COc1ccc(-c2nn(-c3ccccc3)cc2C(=O)O)cc1OC | -2 | -1 | -5 | 1 | -4 | x | -6
O=c1[nH]c(SCc2ccccc2)nc2[nH]ncc12 | 13 | 9 | 0 | 2 | -1 | 1 | -2
CC(=O)c1ccc(OCC(=O)Nc2ccc3nc(C)sc3c2)cc1 | 1 | -9 | 1 | 4 | -2 | 7 | -19
CCCCc1cc(=O)oc2cc(OC(C)C(=O)NCCN3CCOCC3)c(Cl)cc12 (stereo not given) | 1 | -4 | -3 | 12 | -6 | 1 | -1
O=C(O)CC(C(=O)Nc1ccc(Cl)cc1)N1CCCCCC1 (stereo not given) | 7 | -2 | -1 | -28 | x | 3 | -1
CC1(C(=O)NS(=O)(=O)c2ccc(C#N)cc2)CCN1C(=O)c1ccc(C2CCCCC2)cc1 (stereo not given) | -2 | 1 | 3 | -4 | 4 | -4 | 3
C[C@H](CO)N1C[C@H](C)[C@H](CN(C)Cc2ccc3c(c2)OCO3)OCCCC[C@H](C)Oc2ccc(NS(=O)(=O)c3ccccc3)cc2C1=O | -2 | -3 | 2 | x | 6 | -1 | -9
CC1(C)Cc2nc3sc4c(=O)n(CC(N)=O)cnc4c3cc2CO1 | 14 | x | x | x | x | 0 | 1
CCOC(=O)c1cccc(NC(=O)C2CCCN(S(=O)(=O)c3cnc[nH]3)C2)c1 (stereo not given) | -2 | -10 | 2 | -2 | x | 7 | -4
Oc1ccccc1OCCOc1ccccc1OCCOc1ccccc1O | -12 | 1 | -4 | 25 | -3 | -13 | 6
COCC(=O)N1C[C@@H](C)[C@@H](OC)CN(C)C(=O)c2cc(NC(=O)c3ccc(OC)cc3)ccc2OC[C@H]1C | 0 | -6 | 3 | 1 | -3 | -6 | 27
COc1cccc(CSc2nc(N)cc(N)n2)c1 | 12 | 4 | -3 | -4 | 0 | -4 | 4
O=C(c1nc2ccccc2[nH]1)c1ccccc1[N+](=O)[O-] | 15 | -25 | 5 | -1 | -4 | -1 | -14
NC(=O)CC(NC(=O)Cc1cccc2ccccc12)c1ccc(NCCc2cccc(F)c2)c([N+](=O)[O-])c1 (stereo not given) | -5 | 2 | 2 | 5 | x | 9 | -2
NC(COCc1ccccc1)c1csc(NC(=O)Nc2cccc(C(F)(F)F)c2)n1 (stereo not given) | -4 | -14 | 0 | -27 | -5 | -11 | -2
Cc1cccc(NC(NC(=O)c2cccnc2)C(Cl)(Cl)Cl)c1 (stereo not given) | 8 | x | x | -2 | x | -13 | x
Cc1occc1C(=O)N1CCCC(N2CCN(c3cccc(C(F)(F)F)c3)CC2)C1 (stereo not given) | 4 | 3 | -2 | 4 | -2 | 8 | -3
COc1ccc(NC(=O)C2Cc3c(-c4cccc(C(C)=O)c4)ccnc3O2)cc1 (stereo not given) | -6 | -31 | 3 | -34 | -3 | -10 | 3
O=C1C2CC=CCC2C(=O)N1c1ccc(NCCc2ccccc2F)c([N+](=O)[O-])c1 (stereo not given) | 34 | -84 | 2 | 6 | 1 | -9 | 2
O=C(NCCc1ccccc1F)c1cc(COc2ccc(F)cc2F)on1 | u | -39 | 5 | 9 | x | -1 | -5
Cc1ccccc1S(=O)(=O)NC(=O)C1(C)CCN1C(=O)CCc1ccc(Cl)cc1Cl (stereo not given) | -1 | 5 | 1 | -2 | -4 | 4 | 2
O=[N+]([O-])c1cccc(-c2cn3nc(-c4ccccc4)c(-c4ccccc4)nc3n2)c1 | x | x | -6 | x | -4 | 1 | 2

Following part
SMILES | esBAF inh | LGR2 antag | Casp6 inh | C2C12 statin | SIRT5 inh | FN deposition inh | S100A4 inh HTS
COc1cccc(/C=N/NC(=S)NCCc2ccccc2)c1 | -9 | -1 | 35* | -6 | 0 | 17 | -2
COc1cccc(CN2[C@@H]3CNC[C@H]2[C@H]3c2ccc(-c3ccccc3OC)cc2)c1 | x | -1 | -3 | x | 1 | 1 | -8
C[C@H]1CN([C@@H](C)CO)C(=O)c2c(c3ccccc3n2C)-c2ccccc2CO[C@H]1CN(C)S(=O)(=O)c1ccccc1 | 1 | -6 | 0 | 1 | 1 | 4 | 14
Cc1ccc(SCC(=O)OCC(=O)N(C)C2CCS(=O)(=O)C2)cc1C (stereo not given) | 3 | 0 | -1 | 2 | 1 | 13 | -7
CCOc1ccc2nc(Cl)c(C3CC(c4ccco4)=NN3S(C)(=O)=O)cc2c1 (stereo not given) | 5 | 11 | 1 | 0 | -4 | 2 | -7
C[C@H](NC(=O)C[C@@H]1C=C[C@@H](NC(=O)C2CCOCC2)[C@@H](CO)O1)c1ccccc1 | 1 | 15 | 10 | 0 | 4 | x | -3
O=C(C1CCCCC1)N1CC2(C1)[C@H](c1ccccc1)[C@H](CO)N2Cc1ccccc1F | x | -14 | -2 | x | 1 | x | 47
CCCC1=C(C(=O)OCC)C(c2sccc2C)n2ncnc2N1 (stereo not given) | x | 14 | -2 | x | -4 | -6 | 7
Cc1ccsc1CN(C)CC(=O)Nc1ccccc1C(=O)NC1CC1 | 2 | -1 | 0 | -1 | -1 | -2 | 43
Cc1ccc(C(=O)NNC(=O)CCC(=O)NCc2ccccc2)cc1Br | -4 | 17 | 2 | -3 | 1 | -5 | 1
CCOC(=O)c1ccc(N2CCN(c3ccc(F)cc3)CC2)c(NC(=O)Nc2cccc(OC)c2)c1 | x | 0 | -1 | x | 1 | 6 | -6
COc1ccc(-c2nc(C#N)c(N3CCN(c4ccccc4)CC3)o2)cc1 | -8 | -5 | -2 | -2 | -1 | -4 | -2
COc1ccc(NC(=O)CSc2nc(O)cc(=O)n2-c2ccccc2)cc1 | 2 | 2 | 8 | -3 | 4 | x | -1
Cc1cccc(S(=O)(=O)c2c(C)cc(C)nc2Cl)c1 | x | 29 | 0 | x | -3 | 3 | -18
C=CCNC(=O)c1ccc2c(c1)S(=O)(=O)c1ccccc1C2=O | 6 | -9 | 3 | -21 | x | -5 | 17
Cc1ccccc1NC(=O)CSc1nn2c(=O)c(C)nnc2s1 | -4 | 13 | 2 | 7 | -1 | 4 | -17
Cc1cccc(N2C(=O)/C(=C\c3ccc(C(=O)O)cc3)c3ccccc3C2=O)c1 | -5 | 14 | 24 | 16 | -4 | 1 | 0
O=C1C=C(c2ccccc2)CC(c2ccc(F)cc2)C1 (stereo not given) | 1 | -33 | 4 | 9 | 0 | -1 | 9
COc1ccc(Cl)cc1C(=O)OCC(=O)N(CC(C)C)c1c(N)n(Cc2ccccc2)c(=O)[nH]c1=O | 0 | 2 | -2 | -1 | 1 | 11 | -1
CN1CC(=O)N2Cc3[nH]c4ccccc4c3C[C@H]2C1=O | -10 | -6 | 45* | -3 | -1 | -4 | -7
CCCc1cc(=O)oc2c(C)c(O)c(CN3CCCCC3)cc12 | -3 | x | x | -16 | x | 4 | x
Cc1ccc2[nH]c(=O)c(CN(Cc3cccnc3)Cc3nnnn3CCN3CCOCC3)cc2c1 | -1 | x | x | 5 | x | -1 | x
O=C(CCN1C(=O)C2C3CCC(C3)C2C1=O)OCC(=O)c1ccc(Br)cc1 (stereo not given) | 0 | 17 | -2 | -10 | -3 | 16 | -4
O=C(C1=C[C@@H](c2ccccc2)C[C@@H](OCCCCO)O1)N1CCN(Cc2ccccc2)CC1 | x | x | -2 | x | -4 | x | -3
C[C@H](CO)N1C[C@H](C)[C@H](CN(C)Cc2ccccc2)Oc2ncc(C3=CCCC3)cc2C1=O | 5 | 0 | 1 | 38 | 1 | -7 | -4

Profiles, looked up by structure.
`C=CCNC(=O)c1ccc2c(c1)S(=O)(=O)c1ccccc1C2=O` as listed: esBAF inh: 6; LGR2 antag: -9; Casp6 inh: 3; C2C12 statin: -21; SIRT5 inh: x; FN deposition inh: -5; S100A4 inh HTS: 17
`COc1cccc(/C=N/NC(=S)NCCc2ccccc2)c1` as listed: esBAF inh: -9; LGR2 antag: -1; Casp6 inh: 35*; C2C12 statin: -6; SIRT5 inh: 0; FN deposition inh: 17; S100A4 inh HTS: -2

2 entries from above, with values under each structure:
The line under a structure holds: esBAF inh, LGR2 antag, Casp6 inh, C2C12 statin, SIRT5 inh, FN deposition inh, S100A4 inh HTS
CCOC(=O)c1ccc(N2CCN(c3ccc(F)cc3)CC2)c(NC(=O)Nc2cccc(OC)c2)c1
→ x, 0, -1, x, 1, 6, -6
COc1ccc(-c2nc(C#N)c(N3CCN(c4ccccc4)CC3)o2)cc1
→ -8, -5, -2, -2, -1, -4, -2

Following part:
SMILES | esBAF inh | LGR2 antag | Casp6 inh | C2C12 statin | SIRT5 inh | FN deposition inh | S100A4 inh HTS
COc1ccc(NC(=O)CN(C)C(=O)c2ccc(S(=O)(=O)N3CCOCC3)cc2)cc1 | 0 | -2 | -6 | -13 | x | 8 | -1
Cc1cccc(-c2nc3c(c(SCC(=O)N(C)C)n2)CCCC3)c1 | 10 | 3 | x | 0 | x | x | x
CC(=O)N1CC[C@@H]2[C@H]1c1cc(-c3ccc(F)cc3)ccc1N[C@@H]2CO | 7 | -16 | 12 | -33 | -8 | -10 | -12
N/C(=N\O)C1COc2ccccc2O1 (stereo not given) | 15 | x | x | 5 | x | -3 | x
Cc1ccccc1NC(=O)N1C2CCCC1CC(NC(=O)C(C)(C)C)C2 (stereo not given) | -12 | x | x | 10 | x | -4 | x
O=C(NCCCl)Nc1cccnc1Cl | x | 15 | -4 | x | -1 | -10 | 5
Cc1ccc(NS(=O)(=O)c2ccc(C(=O)OCC(=O)NCC3CCCO3)cc2)cc1 (stereo not given) | -2 | 4 | -3 | 3 | -4 | 3 | 0
O=C(O)C1CC=CCC1C(=O)Nc1cccc([N+](=O)[O-])c1 (stereo not given) | x | -5 | -1 | x | -7 | 3 | -17
CCCOC(=O)C1=C(C)NC(=O)NC1c1cc2c(cc1Br)OCO2 (stereo not given) | 4 | 6 | 4 | -7 | 0 | 8 | 0
COCCOc1cc(NC(=O)c2sccc2Oc2ccc([N+](=O)[O-])cc2F)c(Cl)cc1Cl | -3 | 19 | x | 53 | x | x | x
COc1ccc(CN2C(=O)C(CC(=O)NCCN3CCOCC3)CC(C(=O)N(C)C)=C2C)cc1 (stereo not given) | -5 | 13 | -2 | -5 | -1 | -8 | 0
Cc1[nH]c(=S)[nH]c(=O)c1Cc1ccc(OCC(C)C)cc1 | x | 2 | 5 | x | -2 | x | -6
CCN(CC(=O)Nc1c(F)cccc1F)C(=O)CCCN1C(=O)c2ccccc2C1=O | 0 | -11 | 1 | -7 | 4 | -3 | -5
C[C@H](O)[C@@H](C(=O)N1CCN(C(=O)OC(C)(C)C)CC1)n1cc(CCCCNC(=O)OC(C)(C)C)nn1 | 2 | 5 | 0 | 12 | x | -14 | -5
Cc1cccc(S(=O)(=O)N2C[C@@H]3[C@H](c4ccccc42)[C@H](CO)N3C(=O)C2CC2)c1 | 0 | -20 | 2 | 6 | 1 | x | 12
O=C(NCC(=O)N1CCCCCC1)c1ccc(Cl)cc1 | 35 | -15 | 3 | 8 | 0 | 5 | 0
Cc1ccccc1NC(=S)NCc1ccc(Cl)cc1 | x | -6 | 3 | x | -6 | -1 | 3
COc1ccc2c(Cl)c(C(=O)N/N=C/c3ccncc3)sc2c1 | 6 | 6 | 0 | 9 | 6 | -7 | -2

Source: PubChem BioAssay (Broad Institute)
